QS inhibitor: S. aureus quorum sensing inhibitors, primary screen, RNAIII-GFP reporter, flow cytometry; S. aureus RN6390 RNAIII-GFP reporter, AIP-induced, flow cytometry 3 h; inhibition, % at 2 µM; actives 0.3% (n = 24,000); AID 527, 2006;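 active means share of bacteria positive for the green fluorescent reporter and its mean brightness both inhibited by 50% or more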;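 further: 0% = AIP-stimulated control and 100% = unstimulated bacteria without AIP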
QS inhibitor GFP MFI %: further read-out of QS inhibitor, marked with its call; inhibition, %; measured here: inhibition of GFP MFI
* hit, by the source's call. These rows are one share of the data, so the mix of outcomes need not match the whole.

SMILES	QS inhibitor	QS inhibitor GFP MFI %
CCn1cc(C(=O)Nc2cc3c(cc2NC(C)=O)OCCO3)c(=O)c2ccc(C)nc21	-1	1
Cc1ccc(-c2noc(CCC(=O)NCc3ccc4c(c3)OCO4)n2)cc1	2	14
COc1ccc(S(=O)(=O)N2CCN(C)CC2)c2ccccc12	-4	-17
Cc1cc(C)n(-c2nc3ccccc3c3nc(C)nn23)n1	-3	-21
CCOC(=O)C1CCCN(C(=O)C2CCN(S(=O)(=O)N3CCC4(CC3)OCCO4)CC2)C1 (stereo not given)	-3	-8
CCCn1nnc2sc3c(c2c1=O)CCC(C)C3 (stereo not given)	9	20
CN(C)c1ccc2c(c1)OC(N)=C(C#N)C2c1cccc(F)c1 (stereo not given)	7	18
CN1CCc2nc(SCC(=O)Nc3ccc(F)cc3)c(C#N)cc2C1	1	12
O=C(Nc1ccccc1C(F)(F)F)c1cc(S(=O)(=O)N2CCC3(CC2)OCCO3)ccc1F	-1	0
O=C(c1ccc(COc2ccccc2Cl)o1)N1CCN(Cc2ccc3c(c2)OCO3)CC1	18	29
COc1cccc(-c2cc(C(=O)Nc3cc(OC)c(OC)c(OC)c3)no2)c1	4	15
COc1ccc(C2N(c3ccc(OC)cc3)C(=O)C3CCCN32)cc1 (stereo not given)	-2	-17
COc1ccc(OC)c(C2=Nn3c(nnc3C3CCCCC3)SC2)c1	0	-19
COC(=O)c1sc(N2C(=O)C(O)=C(C(=O)c3ccc(C)o3)C2c2ccc(F)cc2)nc1C (stereo not given)	2	8
O=C(Cc1ccccc1)Nc1ccc(-c2nnc(-c3ccco3)o2)cc1	-3	-6
CCC(C)(C)n1nnnc1C(c1cc2cc(OC)ccc2[nH]c1=O)N1CCc2ccccc21 (stereo not given)	0	21
O=C(Nc1ccon1)c1cc(-c2ccccc2)nc2ccccc12	13	35
Cc1ccc(-c2nn(C)c(=O)c3ccccc23)cc1S(=O)(=O)N1CCCC1	-1	-3
Cc1cc(C)n2c(SCCN3C(=O)c4ccccc4C3=O)nnc2n1	4	13
Cc1ccc(Cn2c(C(=O)NCCCN3CCOCC3)cc3sccc32)cc1	-1	-8
Cc1cc(C)n2nnnc2c1C#N	2	4
CCc1nnc(SCc2cn3c(C)cc(C)nc3n2)n1N	3	14
COC(=O)C(CCCCNC(=O)OCc1ccccc1)NC(=O)CN (stereo not given)	-1	5
COc1c(N)c2ccccc2[nH]c1=O	-12	-19
O=C(Nc1nc(-c2ccc(S(=O)(=O)N3CCCC3)cc2)cs1)C1COc2ccccc2O1 (stereo not given)	2	3

Further records.
SMILES	QS inhibitor	QS inhibitor GFP MFI %
CCN(CC)C(=O)CN(C)S(=O)(=O)c1cccc2nsnc12	6	20
O=C(CSc1nnc(-c2ccc3c(c2)OCCO3)o1)NC1CCCCC1	-1	-4
CCCC1CCC(C(=O)Nn2cnc3ccccc3c2=O)CC1 (stereo not given)	-1	-10
CC(=O)Nc1ccccc1-c1nc2ccc(C(=O)N3CCN(c4ccccc4)CC3)cc2[nH]c1=O	-1	1
Cc1ccccc1NC(=O)C1CC(=O)N(c2ccccc2F)C1 (stereo not given)	0	-4
C=CCSc1nnc(-c2ccc(Cl)cc2Cl)o1	0	2
CCCCN(CCCC)C(=O)CN(C)S(=O)(=O)c1ccc2c(c1)n(C)c(=O)c(=O)n2C	0	0
O=C(O)CSc1nnc(Cn2c(=O)sc3ccccc32)n1-c1cccc(Cl)c1	-1	-19
O=C(CNC(=O)c1ccccc1C(=O)O)c1ccccc1	-2	-6
Cc1ccc(CCNC(=O)C2CCC(=O)N2Cc2cccnc2)cc1 (stereo not given)	-2	-5
COc1cccc(-c2cc(C(F)(F)F)n3ncc(C(=O)O)c3n2)c1	0	-63
CCc1cc(C)cc(OCCNC(=O)c2ncn[nH]2)c1	-6	-1
CCn1c(CC(=O)Nc2cccc(OC)c2)nnc1SCC(=O)Nc1nccs1	-2	-19
O=C(NCCCN1CCOCC1)c1cc(-c2ccc(F)cc2)on1	0	38
O=C(NCc1ccco1)c1cccn2c(=O)c3cc(Br)ccc3nc12	-1	12
COc1ccc(OC)c(/C=c2\sc3nc(-c4cccs4)nn3c2=O)c1	22	40
COc1ccc(CCNC(=O)CCN2C(=O)COc3ccc(C)cc32)cc1OC	-4	-6
COc1cc(CCC(=O)N2CCN(c3ccc(N4CCOCC4)nn3)CC2)cc(OC)c1OC	-4	-7
COC(=O)C1CCN(C(=O)c2sc3nc(-c4ccc(F)cc4)cn3c2C)CC1	-4	-5
O=C(CNS(=O)(=O)c1cccc2nonc12)NCc1ccc(F)cc1	-1	17
O=S(=O)(c1ccc(S(=O)(=O)N2CCN3CCCC3C2)cc1)N1CCCC1 (stereo not given)	0	1
COC(=O)c1ccc2c(c1)N(Cc1cc(C)ccc1C)C(=O)c1ccccc1S2=O (stereo not given)	-2	-10
O=C1C2C3C=CC(C3)C2C(=O)N1c1cccc(N2C(=O)C3C4C=CC(C4)C3C2=O)n1 (stereo not given)	-1	0
CC(=O)Nc1c(O)[nH]c2ccccc12	-1	-4
CN1CCN(CCCNC(=O)c2cn(C3CCCCC3)c(=O)c3c2c2ccccc2n3C)CC1	3	8

(further entries)
SMILES	QS inhibitor	QS inhibitor GFP MFI %
Cc1ccc(CNC(=O)C2CNc3cc(C)ccc3O2)cc1 (stereo not given)	5	13
c1cc2c(cc1C1CCCN1)OCCCO2 (stereo not given)	-3	-17
COc1ccc(N(CC(=O)NC2CCCCCC2)S(=O)(=O)c2c(C)nn(C)c2C)cc1	0	-9
Brc1ccc2ncnc(Nc3ccc(N4CCOCC4)cc3)c2c1	0	11
COC(=O)Nc1ccc(S(=O)(=O)N(C)CC(F)(F)C(F)F)cc1	-4	-6
COc1cccc(-n2c(Cc3cc(=O)[nH]c(=O)[nH]3)nnc2SCC(=O)N2CCCCCC2)c1	-2	-8
c1ccc(Cc2ccc(OCCn3cncn3)cc2)cc1	-2	30
CC(C)c1ccc(C(O)c2cnc(C(C)C)n2C)cc1 (stereo not given)	-1	-2
O=C(O)CCCNc1cc(N2CCC3(CC2)OCCO3)c2noc3c2c1C(=O)c1ccccc1-3	24	37
Cc1cc(C)c(NC(=O)NC(=O)c2ccc(F)cc2)c(C)n1	1	9
Cc1ccc(C)c(N2CCN(C(=O)c3cc(S(=O)(=O)N4CCOCC4)ccc3F)CC2)c1	0	16
COc1ccc(-n2nc(C(=O)Nc3ccc4c(c3)OCO4)c3ccccc3c2=O)c(OC)c1	0	-12
C/C(=N\O)C(=O)C(CN1CCCCC1)CN1CCCCC1	0	5
Cc1cc2oc(=O)cc(C)c2c(=O)o1	1	5
CCN(CC)S(=O)(=O)c1ccc(C(=O)NCc2n[nH]c(=S)n2Cc2ccccc2)cc1	1	12
CCCC(=O)CN1C(=O)C2(OCCO2)c2ccccc21	-1	2
Cc1cc(C)c2c(=O)n(CC(=O)N3CCC(N4CCCCC4)CC3)sc2n1	5	24
O=C(NCC1CCCO1)c1ccccc1-c1nc(-c2ccc(Cl)cc2)no1 (stereo not given)	1	9
COc1c(F)c(F)c(C(=O)O)c(Nc2ccccc2C)c1F	-2	-14
O=C(NCc1cccs1)C1CCCN(S(=O)(=O)c2ccc(Br)s2)C1 (stereo not given)	-3	-7
Cc1ccccc1NC(=O)c1ccc(NC(=O)c2ccco2)cc1	0	-6
COc1cccc(C(=O)N(CN2CCCC2=O)c2ccccc2OC)c1	0	5
CCOC(=O)C1CCN(C(=O)CN(c2ccc(Cl)c(C(F)(F)F)c2)S(C)(=O)=O)CC1	-1	-11
Cc1cc(C)nc(N2CCC(C(=O)Nc3ccc4c(c3)CCC4)CC2)n1	0	-17
COc1ccc2nc(SCC(=O)NC(C)C)[nH]c2c1	-1	-5

Sorted by length of the SMILES (low to high): part of the list above
SMILES	QS inhibitor	QS inhibitor GFP MFI %
c1cc2c(cc1C1CCCN1)OCCCO2 (stereo not given)	-3	-17
Cc1cc2oc(=O)cc(C)c2c(=O)o1	1	5
c1ccc(Cc2ccc(OCCn3cncn3)cc2)cc1	-2	30
COc1ccc2nc(SCC(=O)NC(C)C)[nH]c2c1	-1	-5
CC(C)c1ccc(C(O)c2cnc(C(C)C)n2C)cc1 (stereo not given)	-1	-2
Cc1ccc(CNC(=O)C2CNc3cc(C)ccc3O2)cc1 (stereo not given)	5	13
Brc1ccc2ncnc(Nc3ccc(N4CCOCC4)cc3)c2c1	0	11
Cc1ccccc1NC(=O)c1ccc(NC(=O)c2ccco2)cc1	0	-6
COc1cccc(C(=O)N(CN2CCCC2=O)c2ccccc2OC)c1	0	5
O=C(NCc1cccs1)C1CCCN(S(=O)(=O)c2ccc(Br)s2)C1 (stereo not given)	-3	-7
Cc1cc(C)nc(N2CCC(C(=O)Nc3ccc4c(c3)CCC4)CC2)n1	0	-17
Cc1cc(C)c2c(=O)n(CC(=O)N3CCC(N4CCCCC4)CC3)sc2n1	5	24
COc1ccc(N(CC(=O)NC2CCCCCC2)S(=O)(=O)c2c(C)nn(C)c2C)cc1	0	-9
COc1ccc(-n2nc(C(=O)Nc3ccc4c(c3)OCO4)c3ccccc3c2=O)c(OC)c1	0	-12
Cc1ccc(C)c(N2CCN(C(=O)c3cc(S(=O)(=O)N4CCOCC4)ccc3F)CC2)c1	0	16
CCOC(=O)C1CCN(C(=O)CN(c2ccc(Cl)c(C(F)(F)F)c2)S(C)(=O)=O)CC1	-1	-11
COc1cccc(-n2c(Cc3cc(=O)[nH]c(=O)[nH]3)nnc2SCC(=O)N2CCCCCC2)c1	-2	-8

(cont.)
SMILES	QS inhibitor	QS inhibitor GFP MFI %
Cc1cc2ccccc2c(=O)n1CC(=O)NCC(=O)N(C)Cc1ccccc1	1	4
COc1ccccc1CNC(=O)Nc1cccs1	1	2
CCN(CC)c1ccc(NC(=O)C2CCCN(S(=O)(=O)c3cccnc3)C2)c(C)c1 (stereo not given)	8	10
CCC(=O)N1CCN=C1SCc1ccccc1Cl	1	8
CCOC(=O)CNC(=O)CSc1nnnn1-c1cc(C)ccc1C	0	-1
CCc1nc(C)cn1S(=O)(=O)c1cc(Br)ccc1OC	0	-8
CCOC(=O)C1CCCN(c2ncnc3c2cnn3-c2ccc(Cl)cc2)C1 (stereo not given)	-1	8
COc1cccc(N2C(=O)C3CCCN3C2c2ccc(F)cc2)c1 (stereo not given)	-5	-8
COC(=O)c1cc(Oc2ccc(C(=O)OC)cc2N)cc(C(=O)OC)c1	-9	-22
CCCCN(C)CCCNC(=O)c1ccc(N2CCCC2=O)cc1	3	12
COCCNC(=O)C1CC(=O)N(C2CCCC2)C1 (stereo not given)	2	13
c1ccc(-c2cn3c4c(sc3n2)CCCC4)cc1	1	36
O=C(CCNS(=O)(=O)c1cccs1)Nc1ccccc1F	-6	-6
CCOC(=O)c1c(C)c(C(=O)NCc2ccccn2)c(C)n1C	-2	4
Cc1ccc(CNC(=O)C2CCCN(S(=O)(=O)c3cccnc3)C2)cc1 (stereo not given)	-4	-11
Cc1cc(=O)c2cc(Cl)ccc2[nH]1	-1	28
O=C(CSCc1cnn(-c2ccccc2)c1-n1cccc1)NCCN1CCOCC1	-2	12
CC(=O)Nc1ccc(S(=O)(=O)/N=C2\SCCN2S(=O)(=O)c2ccc(NC(C)=O)cc2)cc1	0	11
CCN(c1ccccc1)S(=O)(=O)c1ccc(F)c(C(=O)O)c1	0	3
CCn1nc(C)c(/C=C2\CCCC3=C2OC(N)=C(C#N)C3c2c(C)nn(CC)c2C)c1C (stereo not given)	-1	3
CCOC(=O)c1cc2n(n1)C(C(F)(F)C(F)(F)F)CC(C)N2 (stereo not given)	-4	-9
O=C(NCc1ccccc1)c1cc(-c2cccs2)on1	-3	-11
COC(=O)C1CCN(C(=O)NC(C)(C)C)CC1	1	8
CC1=C(C(=O)Nc2ccccc2C)C(c2ccc(C)o2)N2C(=O)CSC2=N1 (stereo not given)	-1	-34
CC(=O)Nc1c(C(=O)O)[nH]c2ccccc12	0	2

Carrying on.
SMILES	QS inhibitor	QS inhibitor GFP MFI %
CCOc1ccc(N2C(=O)c3cccnc3C2Nc2ccc(Cl)cc2)cc1 (stereo not given)	-2	2
CCOc1ccc2nc(N3CCCC(C(=O)N4CCN(CC)CC4)C3)sc2c1 (stereo not given)	6	9
COC(=O)c1ccccc1NC(=O)Cn1ccnc1	-5	-12
CCOC(=O)N1CCN(C(=O)c2ccc3nc4ccsc4c(=O)n3c2)CC1	8	33
CCOCCCNC(=O)c1cc(C)nn1-c1ccccc1	7	14
O=C(Nc1ccc(Cl)cc1C(=O)O)c1ccc2c(c1)C(=O)N(Cc1ccco1)C2=O	-13	-25
CCCN1C(=O)C2C(C(=O)Nc3cccc(OC)c3)C3C=CC2(O3)C1C(=O)NC1CCCCC1 (stereo not given)	0	4
O=C(Nc1ccc(-c2noc(CCc3ccccc3)n2)cc1)c1ccco1	-2	-20
Cc1onc(-c2ccccc2Cl)c1C(=O)Nc1ccc(-n2nncc2C(C)(C)C)cc1	-5	-29
CC(C)CN(CC(C)C)S(=O)(=O)N1CCC(C(=O)NCc2cccs2)CC1	-6	-24
COc1ccc(CCNC(=O)CN2CCOc3ccccc32)cc1OC	-1	-2
COc1ccc(NC(=O)CSc2nc3ccccc3c(=O)n2CCNC(C)=O)cc1	-1	-17
Cc1ccc(C2CC(=O)NC(SCC(=O)OCc3ccccc3)=C2C#N)o1 (stereo not given)	3	9
Cc1ccccc1NC(=O)Nc1cccs1	5	9
CC(C)CNC(=O)C1CC(=O)OC12CCCCC2 (stereo not given)	0	21
COc1ccc(-c2cc(C(=O)Nc3cccc(C(C)=O)c3)no2)cc1	0	-30
CCCS(=O)(=O)N1CCCC(C(=O)N2CCN(c3ccccn3)CC2)C1 (stereo not given)	4	10

Molecules above containing a tert-butyl group:
SMILES	QS inhibitor	QS inhibitor GFP MFI %
COC(=O)C1CCN(C(=O)NC(C)(C)C)CC1	1	8
Cc1onc(-c2ccccc2Cl)c1C(=O)Nc1ccc(-n2nncc2C(C)(C)C)cc1	-5	-29
